# DSG3 Ab inh: inhibitors of pemphigus antibody binding to DSG3, primary screen, biochemical, bead-based, flow cytometry, scFv-GFP. Desmoglein-3 (Homo sapiens), P32926. DSG3-coupled beads, scFv-anti-DSG3-GFP binding; active compounds read low. binding (percent of control), % at 10 µM. 310,000 compounds, 0.48% hits. AID 588358, 2011;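 active means binding more than 3 SD below its plate's average and above zero; inconclusive means below that plate limit but binding exactly zero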;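 further: hits lower antibody fragment binding to DSG3; some compounds called inactive have numbers as strong as hits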
# MITF act: activators of MITF-driven TRPM1 promoter reporter, primary screen, cell-based, SK-MEL-5, luciferase, single point; SK-MEL-5 TRPM1-promoter luciferase, 24 h; % of positive control, neutral wells = 0; activation, % at 12.5 µM; 300,000 compounds, 0.75% hits; AID 588334, 2011;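 active means mean activation of at least 80% with every replicate also reaching 80%; inconclusive means mean reaches 80% but some replicate falls short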;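 further: 0% = neutral control wells and 100% = parthenolide positive control wells; values of inactives mirror those of a sister screen read the other way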
# dFosB activator: activators of delta FosB homodimer, primary screen, biochemical, fluorescence polarization, TAMRA-CDK5 oligo, single point; Protein FosB (Mus musculus), P13346; AID 493131, 2011; 340,000 compounds, 0.99% hits; purified delta FosB; percent of positive-control signal above neutral wells; activation, % at 25 µM;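 active means mean activation above about 17%, with every replicate also reaching it, limit read from the data, passing the limit was not always enough; inconclusive means only one of the two conditions met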;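 further: fluorescence polarization rise as delta FosB binds a TAMRA Cdk5 AP-1 oligo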
# PKA-R2B activ: activators of PKA-R2B holoenzyme, primary screen, biochemical, fluorescence polarization, Cy5-IP20, human; cAMP-dependent protein kinase catalytic subunit beta (Homo sapiens) + cAMP-dependent …; PKA-R2B holoenzyme dissociation; R2B truncated from residue 108, S112A mutant; 0% DMSO only, 100% 113 µM cGMP; activation, % at 11.4 µM; 340,000 compounds, 0.079% hits; AID 504700, 2011;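 active means activation above a cutoff set at the mean over all compounds plus 3 SD, cut at about 18% in these data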;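 further: higher means more holoenzyme dissociation and a rise in polarization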
# PKA-R1A act: activators of PKA-R1A holoenzyme, primary screen, biochemical, fluorescence polarization, Cy5-IP20, bovine R1A, mouse PKAc | PKA-R1A dissociation; scaled: DMSO 0%, 113 µM cGMP 100% | AID 504707, 2011 | 340,000 compounds, 0.083% hits | activation, % at 11.4 µM | cAMP-dependent protein kinase type I-alpha regulatory subunit (Bos taurus) + …;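 active means percent activation above the mean of all tested compounds plus 3 SD, cut at about 19% in these data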;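 further: higher means more PKAc released from R1A so a rise in polarization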
# NSD2 HMT inh: NSD2 histone methyltransferase inhibitors, primary screen, biochemical, AlphaScreen, single concentration, set 2; AID 743445, 2014; inhibition, % at 12.5 µM; NSD2 peptide methylation, 120 min; 310,000 compounds, 0.54% hits; in the data active means inhibition above about 50%
# Target sequence (O96028 whole entry, looked up): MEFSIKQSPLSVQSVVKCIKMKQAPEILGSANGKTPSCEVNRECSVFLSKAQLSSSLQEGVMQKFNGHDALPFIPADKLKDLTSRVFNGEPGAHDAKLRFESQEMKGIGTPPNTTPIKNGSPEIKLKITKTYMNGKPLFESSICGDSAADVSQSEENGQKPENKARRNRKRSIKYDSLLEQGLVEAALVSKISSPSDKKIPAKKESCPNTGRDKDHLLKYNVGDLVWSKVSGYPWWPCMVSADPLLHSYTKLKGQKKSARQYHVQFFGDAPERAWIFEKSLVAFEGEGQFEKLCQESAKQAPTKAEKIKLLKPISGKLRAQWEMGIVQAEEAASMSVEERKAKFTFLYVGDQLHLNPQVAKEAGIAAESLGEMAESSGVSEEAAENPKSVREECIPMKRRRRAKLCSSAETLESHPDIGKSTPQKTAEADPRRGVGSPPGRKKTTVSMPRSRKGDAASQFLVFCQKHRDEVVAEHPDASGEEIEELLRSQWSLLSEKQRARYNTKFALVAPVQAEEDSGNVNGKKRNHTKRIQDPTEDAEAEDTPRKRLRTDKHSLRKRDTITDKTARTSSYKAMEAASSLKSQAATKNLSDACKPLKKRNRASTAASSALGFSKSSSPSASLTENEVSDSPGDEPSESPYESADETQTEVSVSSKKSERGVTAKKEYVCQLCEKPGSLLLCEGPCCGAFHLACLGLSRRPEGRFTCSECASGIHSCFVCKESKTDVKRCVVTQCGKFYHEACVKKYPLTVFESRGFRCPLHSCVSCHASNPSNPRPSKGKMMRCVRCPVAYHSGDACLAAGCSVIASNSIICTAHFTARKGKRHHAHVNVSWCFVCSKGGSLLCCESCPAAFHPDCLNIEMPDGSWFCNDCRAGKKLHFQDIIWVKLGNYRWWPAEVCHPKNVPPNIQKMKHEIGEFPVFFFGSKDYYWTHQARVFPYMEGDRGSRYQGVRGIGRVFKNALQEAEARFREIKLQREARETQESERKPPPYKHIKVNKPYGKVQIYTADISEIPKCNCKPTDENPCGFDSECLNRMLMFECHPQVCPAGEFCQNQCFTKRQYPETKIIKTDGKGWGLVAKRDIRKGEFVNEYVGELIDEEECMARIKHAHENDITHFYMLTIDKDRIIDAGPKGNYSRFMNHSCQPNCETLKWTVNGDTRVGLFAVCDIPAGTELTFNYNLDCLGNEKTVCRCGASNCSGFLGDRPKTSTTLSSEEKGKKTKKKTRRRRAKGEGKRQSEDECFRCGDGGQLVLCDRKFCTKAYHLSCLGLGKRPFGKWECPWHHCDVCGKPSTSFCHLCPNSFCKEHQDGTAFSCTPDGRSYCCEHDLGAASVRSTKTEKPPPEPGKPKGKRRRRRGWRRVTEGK
# CDK5 inh: inhibitors of human CDK5/p35 kinase, primary screen, biochemical, single concentration; Recombinant CDK5/p35, ADP-Glo luminescence, 60 min; inhibition, % at 10 µM; 330,000 compounds, 0.01% hits;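 active means highest replicate inhibition of at least 50% and at least 75% of replicates reaching 50%; inconclusive means only one of the two criteria met; inactive means both criteria failed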;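 further: plate controls were DMSO neutral control for no effect and GW8510 at 10 µM for full effect; many of its hits are not listed in these tables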
# Arr AP2 block: inhibitors of beta-arrestin/AP2 binding, primary screen, biochemical, GPCR trafficking, flow cytometry. FITC-arrestin peptide / GST-AP2 beads; AP2 beta2 appendage carries R879A mutation. AID 504490, 2011. 340,000 compounds, 0.31% hits. inhibition, % at 10 µM;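 active means inhibition above a set limit, near 3 SD of compounds lacking own fluorescence, cut at about 54% in these data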;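 further: plate controls were DMSO wells for no effect and 5 µM unlabelled arrestin peptide for full effect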
#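 System: GST-AP2 R879A glutathione beads; medium: PBS, Tween 20 0.05%, BSA 0.1%; reagent: fluorescein-tagged arrestin peptide at 50 nM final; schedule: pre-incubation 12 min, peptide binding 1 h, room temperature; detection: flow cytometry, FL1 (488/535 nm); read-out: inhibition as reduced fluorescein signal on beads, percent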
# SR-BI uptake up: activators of SR-BI mediated DiI-HDL uptake, primary screen, ldlA[mSR-BI] CHO cells, DiI fluorescence; 3 h; 100 = double the neutral-control signal; activation, % at 12.5 µM; 320,000 compounds, 0.096% hits; AID 504775, 2011;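 active means mean replicate activation of at least 60% and every replicate at or above 60%; inconclusive means mean or all-replicate condition met, but not both; inactive means mean below 60% and not all replicates reaching 60%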;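 further: 0% = median plate neutral-control signal and 100% = twice that signal; values of inactives mirror those of a sister screen read the other way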
#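 Assay system: LDL receptor-deficient CHO ldlA cells overexpressing murine SR-BI / Medium: BSA-supplemented, HEPES-buffered Ham's F12, pH 7.4 / Probe or stimulus: DiI-labelled HDL at 10 µg/mL final / Timing: compound with DiI-HDL co-incubation, 3 h at 37 °C / Technique: bottom-read cell fluorescence after medium removal, ex 550/em 595 nm / Measure: HDL uptake via cellular fluorescence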
# SR-BI HDL uptake: inhibitors of SR-BI mediated HDL lipid uptake, primary screen, ldlA[mSR-BI] cells, fluorescence, single point; inhibition, % at 12.5 µM; 320,000 compounds, 0.96% hits; AID 488896, 2010; ldlA[mSR-BI] CHO cells, DiI-HDL uptake fluorescence, 3 h;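 active means mean replicate inhibition of at least 70% and a set share of replicates each scoring 70 or more; inconclusive means meets just one of the two criteria; inactive means fails both criteria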;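 further: 0% = median of neutral control wells and 100% = median of positive control wells; values of inactives mirror those of a sister screen read the other way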
# SUMO Mot1 rescue: yeast Mot1-301 growth rescue at high temperature, primary screen, SUMOylation pathway inhibitor project, S. cerevisiae, ATP luminescence, 38.5C. AID 2716, 2010. 320,000 compounds, 1% hits. growth rescue, % at 18.8 µM. S. cerevisiae Mot1-301 growth rescue; percent above DMSO median, 100 means doubled;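 active means every valid replicate shows activation above 250% relative to neutral control wells; inactive means the rest, any valid replicate at or below 250%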;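 further: OY570 slx delta 5 strain wells were the positive control but not used for scaling; some compounds called inactive have numbers as strong as hits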
# The depositor's hits bear a star; ? = inconclusive; · = not tested or not shown.
No.	smiles	DSG3 Ab inh	MITF act	dFosB activator	PKA-R2B activ	PKA-R1A act	NSD2 HMT inh	CDK5 inh	Arr AP2 block	SR-BI uptake up	SR-BI HDL uptake	SUMO Mot1 rescue
1	N#Cc1cccc(C(c2nnnn2C2CCCC2)N2CCC(Cc3ccccc3)CC2)c1 (configuration not stated)	79	-12	-3	4	2	-10	-1.1	69*	-18	18	-11
2	COc1ccccc1NS(=O)(=O)c1ccc(N/N=C/C=C/c2ccccc2[N+](=O)[O-])c([N+](=O)[O-])c1	88	1	-16	-28	1	-1	-0.6	-3	-71	?	-10
3	COc1cc(OC)c(OC)cc1/C=C1\Oc2cc(OS(C)(=O)=O)ccc2C1=O	129	·	-20	0	2	20	2.0	1	-9	9	-24
4	COc1ccccc1NC(=O)c1ccccc1Oc1ccccc1	98	-11	-2	-7	-15	-1	0.2	-9	-28	28	-8
5	Cc1ccc(NC(=O)CN(C)C(=O)C2CCC2)cc1	112	0	-5	-5	-4	-2	2.1	-8	11	-11	·
6	COc1ccc(/C=C/C(=O)NC(=S)NNC(=O)[C@H]2C[C@@H]2c2ccccc2)cc1OC	·	-10	71*	-2	1	-4	-2.8	22	-14	14	-44
7	NC1=NC(=O)C(CC(=O)Nc2ccc3c(c2)OCO3)S1 (configuration not stated)	88	-14	-1	-10	-2	2	4.2	4	4	-4	0
8	COc1ccc(OCc2nnc(SCC(=O)O)n2N)cc1	104	·	2	6	-11	2	-1.2	29	10	-10	-5
9	CCOc1ccc(NC(=O)CSc2ncnc3c2sc2ccccc23)cc1	97	-4	-1	-8	-6	-3	-0.7	20	-11	11	82
10	C=CCn1c(SCC(=O)NC(=O)Cc2ccccc2)nc2ccccc2c1=O	97	4	10	-10	-5	-1	-0.3	-13	15	-15	4
11	CC(=O)c1cc(NC(=O)c2ccccc2)c(=O)oc1/C=C/N(C)C	109	·	0	0	-4	2	-1.8	10	-12	12	78
12	O=C(COC(=O)CNC(=O)c1ccc(Cl)cc1Cl)NCC1CCCO1 (configuration not stated)	106	-7	-5	-8	-7	0	0.1	-21	21	-21	-3
13	COc1ccccc1N1CCN(C(=O)CN(Cc2ccc(Cl)cc2)S(C)(=O)=O)CC1	97	1	-4	-6	-4	·	-0.4	16	-51	51	-7
14	Cc1nn(CC(=O)Nc2ccc3c(c2)oc2ccccc23)c(=O)c2ccccc12	·	1	7	-3	1	-1	-1.7	16	·	25	13
15	Cc1cc(C(C)(C)CC(C)(C)C)ccc1OCCOCC[N+](C)(C)Cc1ccccc1	·	-96	-9	0	-5	·	-0.4	-3	-51	51	378
16	COCCn1c(=S)[nH]c2cc(C(=O)N3CCN(c4cccc(Cl)c4)CC3)ccc2c1=O	93	-7	-5	-1	-4	-6	·	-5	0	0	411
17	COc1ccccc1-n1c(CCC(=O)O)ccc1-c1ccccc1	99	7	7	0	2	4	-0.7	-7	17	-17	-16
18	COc1ccccc1Nc1nnc(C)c(=O)[nH]1	104	-8	-4	1	1	-3	0.3	30	-1	1	-10
19	CCc1ccc2n(-c3ccc(OC)cc3)c([S-])c(C(=O)Nc3cc(C)cc(C)c3)[n+]2c1	95	9	2	-4	-8	1	1.4	-3	·	·	-2
20	COc1ccc(Cn2c(C)nc3c(c2=O)c2nc4ccccc4nc2n3Cc2ccco2)cc1	91	-63	-15	-10	-8	·	-0.5	8	·	·	·

# In the list so far, 3 have an aryl thioether with sulfur outside any ring:
No.	smiles	DSG3 Ab inh	MITF act	dFosB activator	PKA-R2B activ	PKA-R1A act	NSD2 HMT inh	CDK5 inh	Arr AP2 block	SR-BI uptake up	SR-BI HDL uptake	SUMO Mot1 rescue
8	COc1ccc(OCc2nnc(SCC(=O)O)n2N)cc1	104	·	2	6	-11	2	-1.2	29	10	-10	-5
9	CCOc1ccc(NC(=O)CSc2ncnc3c2sc2ccccc23)cc1	97	-4	-1	-8	-6	-3	-0.7	20	-11	11	82
10	C=CCn1c(SCC(=O)NC(=O)Cc2ccccc2)nc2ccccc2c1=O	97	4	10	-10	-5	-1	-0.3	-13	15	-15	4

# More results
No.	smiles	DSG3 Ab inh	MITF act	dFosB activator	PKA-R2B activ	PKA-R1A act	NSD2 HMT inh	CDK5 inh	Arr AP2 block	SR-BI uptake up	SR-BI HDL uptake	SUMO Mot1 rescue
21	CCc1ccc(-c2nc(C)c(CCO)c(=O)[nH]2)cc1	103	-3	6	-6	-4	-2	3.6	5	28	-28	-2
22	N[C@@H](CO)c1cn([C@@H](Cc2cc3ccccc3[nH]2)C(=O)N2CCNCC2)nn1	109	2	15	-14	0	·	-0.7	9	4	-4	-5
23	CN(C)c1ccc(/C=C(\C#N)c2ccccn2)cc1	97	-69	2	3	-12	-4	0.8	2	-23	23	-18
24	Cn1c(=O)[nH]c(=O)c2c1nc(N1CCN(C(c3ccccc3)c3ccccc3)CC1)n2CCO	91	-3	0	3	-4	1	-0.1	20	13	-13	572
25	CCCN(CCC)S(=O)(=O)c1ccc(C(=O)Nc2nnc(COC)o2)cc1	83	-8	-14	8	2	0	-0.6	-5	16	-16	4
26	Cc1cccc(NC(=S)N2CCCCCC2)c1	108	-2	-3	7	-7	4	-2.4	-4	1	-1	1
27	CC(C)=NN1C(=O)c2ccccc2NC1(C)C	·	·	-3	6	1	-2	1.8	4	·	·	-8
28	c1csc(CN2CCN(Cc3cccs3)C2c2cccs2)c1	·	0	-11	-7	2	-1	-0.7	1	14	-14	327
29	Cc1cccc(OCC(=O)O/N=C(\N)c2ccc(Br)cc2)c1	·	3	3	-3	-5	-2	-2.4	-10	3	-3	-4
30	COC(=O)N/N=C/c1ccc(OCCSc2ccc(Cl)cc2)c(OC)c1	126	8	6	-5	-2	-3	-2.1	9	-66	66	65
31	O=C(CSc1nc2cc(Cl)ccc2s1)N1CCN(C(=O)c2ccco2)CC1	99	-2	-13	5	-3	0	1.9	7	·	·	204
32	CCN(C(=O)c1cccc(F)c1)c1ccccc1C	89	·	-2	-2	-8	13	1.2	-10	2	-2	185
33	CN1CC(c2ccccc2)Oc2ccccc2C1=S (configuration not stated)	107	·	3	1	-8	-2	-0.4	-4	-4	4	-2
34	CN(c1cccc(NC(=O)CSc2ccc(Cl)cc2)c1)S(C)(=O)=O	96	0	-5	5	6	13	-1.0	0	17	-17	-23
35	Cc1cc2c(C)nc(Cc3ccccc3)nc2o1	·	4	-6	3	-5	5	1.9	-4	·	·	35
36	CNC(=O)c1cc(Nc2nnc(-c3ccc(C)c(S(N)(=O)=O)c3)c3ccccc23)ccc1OC	104	-11	6	5	0	-2	0.7	3	-67	67	0
37	CCS(=O)(=O)c1ccc2oc(SCC(=O)NCc3ccccc3)nc2c1	112	-7	-1	-5	-10	0	-8.0	-21	2	-2	10
38	O=C(NCCCc1ccc(F)cc1)C1CCC(=O)N(CC2CCCCC2)C1 (configuration not stated)	103	-2	-4	5	-13	-3	-1.6	-9	-20	20	21
39	COc1ccc(CCNC(=O)COC(=O)COc2ccc(Cl)cc2)cc1OC	100	12	0	-14	5	-1	-0.5	-1	14	-14	-3
40	O=S(=O)(c1ccc(Cl)cc1)N1CCC(O)(CN2CCN(Cc3ccccc3)CC2)CC1	104	-9	-5	1	-5	-1	-0.4	-19	12	-12	44

# Continued.
No.	smiles	DSG3 Ab inh	MITF act	dFosB activator	PKA-R2B activ	PKA-R1A act	NSD2 HMT inh	CDK5 inh	Arr AP2 block	SR-BI uptake up	SR-BI HDL uptake	SUMO Mot1 rescue
41	Cc1ccc(S(=O)(=O)n2oc(=O)c(C3CCCCC3)c2N)cc1	119	-9	-1	-5	5	-2	-0.8	8	8	-8	·
42	CC(Sc1ncn[nH]1)C(=O)Nc1cc(C(F)(F)F)ccc1Cl (configuration not stated)	116	8	-8	-3	-9	0	-1.1	20	-2	2	3
43	Cc1cccc(C)c1-n1nnnc1S(=O)(=O)Cc1ccccc1Cl	104	3	3	-14	3	-5	-1.1	-3	2	-2	5
44	Cc1nc2c(cc(Oc3ccc(S(=O)(=O)N4CCOCC4)cn3)c3ccsc32)s1	·	35	-6	17	5	10	0.6	-4	-23	23	-3
45	COc1ccc(C(=O)Nc2ccc(NC(=O)c3cccc(OC)c3)cn2)cc1	109	3	-4	-2	7	-5	0.0	27	-63	62	53
46	CCOC(=O)c1cnc(-c2ccccc2O)nc1Cl	109	26	4	4	1	·	1.0	15	13	-13	13
47	CCCCOc1ccc(CC(=O)NCC(=O)O)cc1	123	5	3	-15	-1	1	7.3	7	-2	2	-19
48	CCC(CC)C(=O)OCC(=O)Nc1cc(OC)c([N+](=O)[O-])cc1C	133	-10	-4	-6	2	3	-2.8	-9	-22	22	19
49	COc1ccc(F)cc1S(=O)(=O)N1CCC2(CC1)OCCN2S(=O)(=O)c1ccccc1	97	-10	-6	-11	0	-1	-2.1	6	0	0	·
50	COc1ccc(C(=O)OCC(=O)c2ccc3c(c2)NC(=O)CO3)cc1OC	103	0	?	-2	-9	-2	0.7	-15	-14	14	120
